Screening data (PubChem)
STK33 inh – inhibitors of purified STK33 kinase, primary screen, biochemical, ADP-Glo luminescence, homogeneous, cell-free | AID 2661, 2010 | inhibition, % at 10 µM | Serine/threonine-protein kinase 33 (Homo sapiens), Q9BYT3 | MBP phosphorylation | actives 0.073% (n = 320,000);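 active means inhibition at or above 25%, using the most active replicate where run in duplicate; inactive means inhibition below 25%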
Target sequence (Q9BYT3 whole entry, looked up): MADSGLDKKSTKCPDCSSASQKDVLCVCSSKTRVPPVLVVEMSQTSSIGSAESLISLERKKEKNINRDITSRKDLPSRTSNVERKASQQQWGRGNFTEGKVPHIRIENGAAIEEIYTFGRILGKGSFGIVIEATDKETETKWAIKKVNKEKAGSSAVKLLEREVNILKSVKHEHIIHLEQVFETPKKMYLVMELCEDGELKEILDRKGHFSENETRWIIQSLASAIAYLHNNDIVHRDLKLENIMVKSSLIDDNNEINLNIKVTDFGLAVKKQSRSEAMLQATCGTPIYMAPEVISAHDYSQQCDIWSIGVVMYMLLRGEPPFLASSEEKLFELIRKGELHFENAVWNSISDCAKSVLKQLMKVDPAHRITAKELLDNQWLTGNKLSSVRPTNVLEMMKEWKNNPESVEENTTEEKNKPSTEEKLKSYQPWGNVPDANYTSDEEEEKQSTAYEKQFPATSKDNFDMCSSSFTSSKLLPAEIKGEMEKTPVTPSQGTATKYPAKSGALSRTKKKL
OX1R antag – antagonists of human orexin 1 receptor (OX1R); Orexin/Hypocretin receptor type 1 (Homo sapiens), O43613; OX1R-expressing cells, FRET antagonist read-out; inhibition, % at 6.6 µM; actives 1.8% (n = 330,000); in the data active means inhibition mostly above about 38%, no sharp cut-off; inactive means mostly below about 40%;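 further: 0% = agonist challenge alone and 100% = reference antagonist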
Target sequence (O43613 whole entry, looked up): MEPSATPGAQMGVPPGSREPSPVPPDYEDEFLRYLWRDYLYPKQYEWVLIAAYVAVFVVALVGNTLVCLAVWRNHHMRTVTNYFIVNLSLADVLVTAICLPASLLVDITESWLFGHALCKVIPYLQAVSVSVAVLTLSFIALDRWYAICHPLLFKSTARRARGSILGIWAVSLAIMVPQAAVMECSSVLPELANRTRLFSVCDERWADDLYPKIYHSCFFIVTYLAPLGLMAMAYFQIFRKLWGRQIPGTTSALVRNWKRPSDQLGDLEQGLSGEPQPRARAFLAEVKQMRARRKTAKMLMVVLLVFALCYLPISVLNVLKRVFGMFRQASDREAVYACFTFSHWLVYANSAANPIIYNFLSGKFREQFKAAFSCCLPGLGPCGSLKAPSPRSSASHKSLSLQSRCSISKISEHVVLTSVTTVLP
KCNQ2 block – KCNQ2 potassium channel inhibitors, primary screen, cell-based, CHO-K1, FluxOR thallium flux, B-score (AID 2156). 20 min; active compounds read low. actives 1.1% (n = 310,000). Potassium voltage-gated channel subfamily KQT member 2 (Rattus norvegicus), O88943. B-score at 10 µM;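 active means fluorescence ratio B-score at most minus 3 library SDs, with starting brightness B-score within 2 library SDs, cut at about -5.5 in these data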
An asterisk follows results filed as active; i = inactive; nt = not tested or not shown; & = joins results of further samples.

The first 7 compounds (preview)
Molecule | STK33 inh | OX1R antag | KCNQ2 block
CC12CC(NC(=O)N1c1cccc(C(=O)N3CCN(c4ccccc4)CC3)c1)c1ccccc1O2 (stereo not given) | 0.3 | 34 | -7.3*
O=C(c1ccc(Cl)c([N+](=O)[O-])c1)N1CCN(S(=O)(=O)c2ccc(Cl)cc2)CC1 | 0.5 | 11 | nt
O=C(COC(=O)CNC(=O)c1ccc(Cl)cc1Cl)NC1CCCCC1 | -0.2 | nt | i
O=C(CSc1nnc2ccccn12)NNC(=O)c1ccccc1F | -1.1 | 4 | nt
CCOC(=O)/C=C1\NC(C)(C)Cc2cc(OC)c(OC)cc21 | -0.3 | 19 | i
CN(CC(=O)NCCc1ccc(S(N)(=O)=O)cc1)Cc1ccc(Cl)cc1Cl | -0.7 | 6 | i
CCN1CCN(C(=O)CCN2C(=O)COc3ccc(C)cc32)CC1 | -0.4 | 4 | i

This part in full, previewed entries included:
Molecule | STK33 inh | OX1R antag | KCNQ2 block
CC12CC(NC(=O)N1c1cccc(C(=O)N3CCN(c4ccccc4)CC3)c1)c1ccccc1O2 (stereo not given) | 0.3 | 34 | -7.3*
O=C(c1ccc(Cl)c([N+](=O)[O-])c1)N1CCN(S(=O)(=O)c2ccc(Cl)cc2)CC1 | 0.5 | 11 | nt
O=C(COC(=O)CNC(=O)c1ccc(Cl)cc1Cl)NC1CCCCC1 | -0.2 | nt | i
O=C(CSc1nnc2ccccn12)NNC(=O)c1ccccc1F | -1.1 | 4 | nt
CCOC(=O)/C=C1\NC(C)(C)Cc2cc(OC)c(OC)cc21 | -0.3 | 19 | i
CN(CC(=O)NCCc1ccc(S(N)(=O)=O)cc1)Cc1ccc(Cl)cc1Cl | -0.7 | 6 | i
CCN1CCN(C(=O)CCN2C(=O)COc3ccc(C)cc32)CC1 | -0.4 | 4 | i
CCn1c(CCNC(=O)c2cccs2)nnc1SCC(=O)c1ccc(OC)cc1 | 0.0 | 15 | i
COc1ccc(Cl)cc1NC(=O)CN1C(=O)NC(C)(Cc2ccc(OC)c(OC)c2)C1=O (stereo not given) | -1.0 | 0 | nt
CCc1nn2cc(C(=O)c3cc(C)ccc3O)cnc2c1-c1ccc(F)cc1 | nt | 0 | i
COc1ccc(CCNC(=O)c2ccc(OCC(=O)N3CCOCC3)c(OC)c2)cc1 | -2.2 | 21 | i
NC(=O)CCN(C1CCCCC1)S(=O)(=O)c1cccc2nsnc12 | -0.9 | 28 | i
C[C@H](CO)N1C[C@H](C)[C@H](CN(C)CC2CCCCC2)Oc2ccc(NS(=O)(=O)c3ccc(F)cc3)cc2CC1=O | 0.3 | 9 | nt
Nc1ncnc2c1ncn2[C@@H]1O[C@H](CNCC#Cc2ccccc2)[C@@H](O)[C@H]1O | 2.1 | -1 | nt
CC(C)C[C@@H](CSc1ccc(Br)cc1)N1CCN(CC(C)C)CCC1=O | -0.3 | 25 | i
CN1CCN(C(CNC(=O)C(=O)NC2CCCC2)c2ccc(F)cc2)CC1 (stereo not given) | -0.7 | 3 | i
O=C(c1cc(=O)[nH]c2ccccc12)N1CCc2ccccc2C1 | 5.6 | 14 | i
COc1nc(N2CCOCC2)nc(-n2cccc2)n1 | -0.3 | 15 | i
O=C(O)c1cccc(S(=O)(=O)Nc2cccc(S(=O)(=O)N3CCCC3)c2)c1 | 0.4 | 6 | nt
COC(=O)c1sccc1NC(=S)N1CCN(C)CC1 | -1.6 | 14 | i
COc1ccc2[nH]cc(C(=O)CN3CCN(C4CCCCC4)CC3)c2c1 | -1.3 | 23 | i
Clc1ccc(OCc2nnc3n2CCCCC3)c(Cl)c1 | 0.2 | 5 | i
NC(=O)c1ccc(NC(=O)COc2ccc(-n3cnnn3)cc2)cc1 | 0.6 | 1 | nt
CC1=CC(C)C(/C=N/n2cnnc2)C(C)C1 (stereo not given) | -1.1 | 13 | i
O=C(CNC(=S)N(Cc1ccccc1)Cc1cccnc1)NCCN1CCOCC1 | -0.2 | 11 | i
COc1ccc(S(=O)(=O)NNC(=O)c2csc(-n3nc(C)cc3C(F)(F)F)n2)cc1OC | -0.5 | 41 | i
COC(=O)c1ccc(C)c(N(CCO)CCO)c1 | -0.8 | 9 | i
CCCCCCNC(=O)C(=O)NCCc1ccc(Cl)cc1 | 2.8 | 11 | i
CCn1c(SCC(=O)Nc2sc3c(c2C#N)CCCC3)nnc1-c1ccncc1 | -0.1 | 21 | i
CCn1c(SCC(=O)NCc2ccccc2)nnc1C(CO)NC(=O)c1ccccc1 (stereo not given) | -1.7 | 20 | i
CN1C(=O)/C(=N/OC(=O)c2ccccc2)c2ccccc21 | 0.2 | 30 | i
O=C(NCCCc1ccc(F)cc1)C1CCC(=O)N(CCCN2CCCC2=O)C1 (stereo not given) | -1.4 | 9 | i
CCOc1ccccc1N1CC(O)=C(c2nc3ccccc3s2)C1=N | 1.9 | 11 | i
CCCCNC(=O)c1ccc2c(c1)N(C)C(=O)c1ccccc1S2 | -1.8 | 0 | i
Cc1ccc(C)c(OCCC(=O)OCC(=O)NCc2ccccc2)c1 | 0.3 | 16 | i
CC(=O)Nc1ccc(S(=O)(=O)n2cnc3ccccc32)cc1 | 0.5 | 21 | i
CC(=O)Nc1ccc(N/C=C/C(=O)c2ccc(Cl)cc2)cc1 | -3.7 | 7 | i
COc1cc(/C=C/C(=O)OCC(=O)NCCc2ccccc2)cc(OC)c1OC | -1.0 | 39 | i
Cc1nn(CCC(=O)O)c2nc(-c3cccnc3)cc(C(F)(F)F)c12 | 0.2 | 8 | i
CCOC(=O)c1ccc(S(=O)(=O)NCC(c2ccc(N(C)C)cc2)c2c[nH]c3ccccc23)cc1 (stereo not given) | -3.9 | 1 | i
COc1ccc(O)c(CN2CCN(CCc3ccccc3)C(CCO)C2)c1 (stereo not given) | -2.3 | 11 | i
CCCOc1ccccc1/C=C(\C#N)C(=O)Nc1cccc(C)n1 | -1.0 | -1 | i
COc1ccc(-c2nc(CS(=O)(=O)CC(=O)NCc3ccc4c(c3)OCO4)c(C)o2)cc1 | -0.4 | 8 | i
CC1(C)S[C@@H]2[C@H](NC(=O)[C@H](N)c3ccccc3)C(=O)N2[C@H]1C(=O)O | -0.5&-2.9 | 8&13 | i
COCCn1c(SCC(=O)Nc2cccc(C(=O)OC)c2)nc2ccccc2c1=O | -1.3 | -1 | i
Cc1coc2c1c(C)cc1oc(=O)c(Cc3ccccc3)c(C)c12 | 1.2 | 7 | i
Cc1cc(C(C)(C)C)ccc1OCC(=O)N/N=C\c1c(C)n(C)n(-c2ccccc2)c1=O | -1.1 | 22 | i
COc1ccc(-c2nc(SC(CC(=O)NCCN3CCOCC3)c3cccs3)n[nH]2)cc1 (stereo not given) | -3.3 | 4 | i
CC(O)c1ccc(-n2cnnn2)cc1 (stereo not given) | -2.1 | 12 | i
Cc1ccc(-n2nc(C(=O)N3CCOCC3)cc2-c2ccc(Cl)cc2)cc1 | 15 | 29 | i
COC(=O)c1ccccc1NC(=O)CN1C(=O)NC2(CCCCCCC2)C1=O | 6.8 | 10 | nt
Cc1ccccc1NC(=O)COC(=O)c1cccnc1 | nt | 22 | i
CCOc1cccc2sc(N(CCN(C)C)C(=O)c3ccc(Br)s3)nc12 | 0.6 | -2 | i
CC(C)CCN(C(=S)Nc1cccc(C(F)(F)F)c1)C(C)c1ccccn1 (stereo not given) | 0.8 | 8 | -6.1*
Cc1ccc(C(C)C)cc1OCC(=O)Nc1ccc(N2CCCCC2)cc1 | -0.7 | 12 | i
CCOC(=O)c1cc2c(=O)n3ccccc3nc2n(Cc2ccco2)c1=NC(=O)c1ccccc1OCC | -1.8 | 38* | i
CCOc1ccc(OCC(=O)Nc2ccc(OC)cc2[N+](=O)[O-])cc1 | -1.3 | 5 | i
O=C(c1ccc(Br)o1)N1CCC(c2nc3ccccc3[nH]2)CC1 | nt | 23 | i
Cc1cc(C)c(C)c(OCC(=O)N2CCN(c3ccccn3)CC2)c1 | -1.5 | 13 | i
CCOC(=O)N1CCC(NC(=O)CN(c2ccc(C(C)C)cc2)S(=O)(=O)c2c(C)nn(C)c2C)CC1 | -0.4 | 6 | i

Further entries follow:
Molecule | STK33 inh | OX1R antag | KCNQ2 block
CCCN1C2CCCC1CC(NC(=O)c1cccc(Cl)c1)C2 (stereo not given) | 0.1 | -3 | i
Cc1ccc(C)c(S(=O)(=O)NCc2ccc(C(=O)N3CCN(C)CC3)cc2)c1 | -2.4 | 1 | i
O=C(Nc1cccnc1)c1ccc(COCC(F)(F)F)cc1 | 0.7 | 20 | i
O=C(CSc1nnc(Cc2ccccc2)n1Cc1ccccc1)NCc1ccco1 | -0.3 | 13 | i
C/C(=N\Nc1nc(C)cc(-c2ccccc2)n1)c1ccccc1 | 1.6 | 12 | i
Cc1ccc2c(c1)c(C)c(C)n2CC(O)Cn1nc(C)cc1C (stereo not given) | -1.9 | 28 | i
Cc1cc(C)cc(NC(=O)/C(C#N)=C/c2cn(CC(=O)NCc3ccco3)c3ccccc23)c1 | -0.6 | 15 | i
O=C(Nc1cc(N2CCOCC2)ncn1)NC1(C(F)(F)F)Oc2ccc(Cl)cc2O1 (stereo not given) | 0.8 | 23 | i
CCN(CC(=O)NCc1ccc(F)cc1)c1ccc(S(C)(=O)=O)cc1[N+](=O)[O-] | 0.0 | 8 | i
O=C(CSc1cccs1)Nc1ccc2ccccc2c1 | 0.5 | 41* | i
O=C(CCCOc1ccccc1)N1CCN(c2ccccc2)CC1 | -17 | 22 | i
Cc1nc(NNC(=O)c2ccccc2)cc(-c2ccccc2)n1 | -2.2 | 10 | i
O=C(Nc1ccc(S(=O)(=O)NC2=NCCCCC2)cc1)c1ccc(C(F)(F)F)cc1 | -0.5 | 13 | i
O=C(O)c1ccc2c3c(cccc13)C(=O)N(OS(=O)(=O)c1ccccc1)C2=O | -0.5 | 34 | i
Cc1sc2nc(CSCC(=O)Nc3c(Cl)cccc3Cl)[nH]c(=O)c2c1C | -2.0 | 40 | i
O=C(NNC(=S)Nc1ccccc1)c1cccnc1 | -1.1 | 3 | i
Cc1ccc(-n2nc3c(N4CCC(C(=O)NCc5ccccc5C)CC4)nnc(C)c3c2C)cc1 | 0.1 | 8 | i
COc1ccc(-c2nnc(N(C)C(=O)C3CCOC3)s2)cc1 (stereo not given) | -0.8 | 10 | i
Cc1c(Cl)cccc1NC(=O)CSc1nnc(CCNC(=O)OC(C)(C)C)o1 | -0.8 | 6 | i
COc1ccc(-c2nnn(CC(=O)c3ccc4c(c3)OCCO4)n2)cc1OC | -1.3 | 15 | i
O=C(N/N=C/c1cn(-c2ccccc2)nc1-c1cc2ccccc2o1)c1ccccc1Br | -2.4 | 7 | i
COc1cc(S(=O)(=O)NCC(c2ccco2)N2CCCCC2)ccc1NC(C)=O (stereo not given) | -4.1 | -4 | nt
O=C(NCCSCc1ccco1)c1ccc(CN2CCOCC2)cc1 | -1.3 | 14 | i
[O-][n+]1c2ccccc2[n+]([O-])c2cc(O)ccc21 | 3.8 | 92* | i
Cc1ccc(-c2nnc(SCc3nc4ccccc4[nH]3)n2Cc2ccco2)cc1 | -1.5 | 31 | i
O=C(NCc1ccc(F)cc1)c1ccc(CS(=O)(=O)Cc2ccccc2F)o1 | -1.5 | 20 | i
O=C(NC(Cc1ccccc1)C(=O)OCC(=O)N1CCc2ccccc21)c1ccco1 (stereo not given) | 0.3 | 21 | i
Cc1cc(C2C(C#N)=C(N)OC3=C2C(=O)CCC3)c(C)s1 (stereo not given) | -1.3 | 6 | i
CC(=NC1CC1)c1c(-c2ccccc2)[nH]n(-c2nc3ccccc3s2)c1=O | -0.2 | 32 | i
O=C(CSc1n[nH]c(=O)[nH]c1=O)N/N=C/c1ccccc1O | 1.1 | 10 | i
O=C(O)CCNc1ccc(Cl)cc1 | -2.5 | 6 | i
N#Cc1c(NC(=O)Cn2c(=O)oc3ccccc32)oc(-c2ccccc2)c1-c1ccccc1 | -0.7 | 57 | i
Cn1c(Cc2ccc3c(c2)OCO3)nnc1SCC(=O)N1CCc2ccccc2C1 | -0.4 | 16 | i
CCOc1ccc(CN2CCN(c3ncnc4scc(-c5ccccc5)c34)CC2)cc1 | -0.8 | nt | i
Clc1ccc(CO/N=C/c2c(-c3ccccc3)nc3n2CCS3)c(Cl)c1 | -0.6 | 8 | i
CCO/N=C(/c1nonc1N)N1CCN(c2ccc([N+](=O)[O-])cc2)CC1 | -1.0 | 7 | i
Cn1c(=O)c2c(ncn2Cc2ccc(Cl)c(Cl)c2)n(C)c1=O | -1.1 | 6 | i
Cc1cccc(NC(=O)CCC2CCN(Cc3nccs3)CC2)c1 | -3.5 | 6 | i
COC(=O)Cc1ccc(NC(=S)NCc2ccccc2Cl)cc1 | -1.5 | 6 | i
OCC[C@@H]1C[C@H](O)[C@@H](O)[C@@]2(OCc3ccccc32)O1 | -0.7 | 13 | i
CCN(CC(=O)Nc1c(F)cccc1F)C(=O)c1ccc(COc2ccccc2)cc1 | 0.2 | 18 | i
CCc1ccc(OCC(=O)NNC(=O)Cc2cccs2)cc1 | -0.3 | -1 | i
CC(=O)c1c(C)[nH]c(C(=O)OCc2csc(CC(=O)Nc3ccccc3C)n2)c1C | -0.1 | 7 | nt
O=C(O)c1cccc(NC(=O)c2cn(-c3ccccc3)nc2-c2cc3ccccc3o2)c1 | nt | 16 | i
C[C@H](CO)N1C[C@H](C)[C@@H](CN(C)S(=O)(=O)c2cccs2)Oc2ccc(NC(=O)Cc3ccccc3)cc2C1=O | -0.1 | 0 | nt
COc1ccc(/C=N/n2c(C)nnc2C)c(OC)c1OC | -1.0 | 13 | i
O=C(CN1C(=O)C2C3C=CC(C4CC34)C2C1=O)Nc1cccc2ncccc12 (stereo not given) | -1.0 | 9 | i
CCN1CCN(C(=O)CN(c2cc(OC)ccc2OC)S(C)(=O)=O)CC1 | 1.8 | 11 | i
